SUMO Mot1 rescue – blocks SUMOylation pathway, rescuing yeast Mot1-301 growth. S. cerevisiae Mot1-301 growth rescue, ATP luminescence, 38.5C; percent above DMSO median, 100 means doubled. hit rate 1% among 320,000. growth rescue, % at 18.8 µM;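 active = every valid replicate shows activation above 250% relative to neutral control wells; inactive = the rest, any valid replicate at or below 250%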;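 note: OY570 slx delta 5 strain wells were the positive control but not used for scaling; some compounds called inactive have numbers as strong as hits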
HTR5A inv ctr – counter-screen for OPRM1-OPRD1 inverse agonists: human HTR5A inverse agonism | HTR5A cell line, luminescence | hit rate 0.083% among 340,000 | inhibition, % at 9.3 µM | P47898; in the data active = inhibition mostly above about 23%, no sharp cut-off; inactive = mostly below about 18%;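 note: 0% = cells with DMSO and 100% = no-cell wells with DMSO; some compounds called inactive have numbers as strong as hits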
PKA-R1A activ – activators of PKA-R1A complex | P00514+P68181 | PKA-R1A dissociation, Cy5-IP20 fluorescence polarization; scaled: DMSO 0%, 113 µM cGMP 100% | activation, % at 11.4 µM | hit rate 0.083% among 340,000;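 active = percent activation above the mean of all tested compounds plus 3 SD, cut at about 19% in these data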;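 note: higher means more PKAc released from R1A so a rise in polarization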
Pemphigus Ab inh – blocks pemphigus antibody binding to human desmoglein-3; binding (percent of control), % at 10 µM; P32926; hit rate 0.48% among 310,000; DSG3-coupled beads, scFv-anti-DSG3-GFP binding, flow cytometry; active compounds read low; AID 588358;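 active = binding more than 3 SD below its plate's average and above zero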;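 note: hits lower antibody fragment binding to DSG3; some compounds called inactive have numbers as strong as hits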
Target sequence (P32926 whole entry, looked up, the tested form may be a part): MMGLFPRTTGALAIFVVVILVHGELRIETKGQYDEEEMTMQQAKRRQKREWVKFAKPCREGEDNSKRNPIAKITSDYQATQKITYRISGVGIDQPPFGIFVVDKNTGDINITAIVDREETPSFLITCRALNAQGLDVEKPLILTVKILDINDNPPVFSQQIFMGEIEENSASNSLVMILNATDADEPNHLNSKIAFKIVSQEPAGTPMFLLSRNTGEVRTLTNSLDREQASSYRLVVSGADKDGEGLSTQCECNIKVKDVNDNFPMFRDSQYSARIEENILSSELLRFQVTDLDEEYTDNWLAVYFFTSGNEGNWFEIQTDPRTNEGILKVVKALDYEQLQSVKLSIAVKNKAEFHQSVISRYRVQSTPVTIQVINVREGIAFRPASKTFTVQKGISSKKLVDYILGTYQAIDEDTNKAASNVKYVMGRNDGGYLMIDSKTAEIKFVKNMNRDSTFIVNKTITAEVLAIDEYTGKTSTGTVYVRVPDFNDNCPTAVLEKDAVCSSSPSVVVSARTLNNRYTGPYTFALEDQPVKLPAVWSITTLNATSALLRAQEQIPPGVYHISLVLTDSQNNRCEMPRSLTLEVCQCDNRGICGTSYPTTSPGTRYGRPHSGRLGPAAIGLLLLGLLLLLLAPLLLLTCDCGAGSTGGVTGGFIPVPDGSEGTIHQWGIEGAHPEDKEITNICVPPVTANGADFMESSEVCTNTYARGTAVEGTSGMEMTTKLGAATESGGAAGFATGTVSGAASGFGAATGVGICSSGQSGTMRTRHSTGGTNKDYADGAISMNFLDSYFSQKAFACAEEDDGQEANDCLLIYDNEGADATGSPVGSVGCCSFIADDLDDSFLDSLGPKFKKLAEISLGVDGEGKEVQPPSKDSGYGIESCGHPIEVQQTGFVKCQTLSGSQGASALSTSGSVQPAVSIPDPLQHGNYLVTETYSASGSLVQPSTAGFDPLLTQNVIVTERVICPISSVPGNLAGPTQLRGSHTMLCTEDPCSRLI
Ecoli viability – counter-screen for AddAB inhibitors: E. coli growth inhibition; hit rate 0.27% among 330,000; E. coli V3065 growth, OD600 absorbance, 18 h; inhibition, % at 11.9 µM;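 active = inhibition above the campaign's mean inhibition across all tested compounds plus 3 SD, cut at about 9.9% in these data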;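 note: uninfected addAB+ strain grown without phage in ampicillin broth; 0% = DMSO wells and 100% = ciprofloxacin 0.95 µg/ml wells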
PfHsp90 yeast 2 – reduces growth (ATP signal) of yeast expressing P. falciparum Hsp90 | S. cerevisiae expressing PfHsp90, BacTiter-Glo ATP, 48 h; yeast lacking PDR1 and PDR3 efflux regulators | inhibition, % at 9.4 µM | hit rate 0.32% among 310,000 | AID 504621;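 active = every replicate shows inhibition above about 80%, whatever the replicate mean, limit read from the data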;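 note: 0% = DMSO neutral controls and 100% = 20 µM radicicol positive controls; yeast relying on Plasmodium falciparum Hsp90 in place of its own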
AddAB inh – less growth of phage-infected E. coli with AddAB. E. coli expressing H. pylori AddAB, absorbance growth. inhibition, % at 11.9 µM. hit rate 0.29% among 330,000. AID 435030; in the data active = inhibition above about 12%;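 note: 0% = vehicle wells of infected cells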
HTR5A ag – activates human HTR5A in OPRM1-OPRD1 agonist counter-screen | HTR5A agonist assay, luminescence, cell-based | hit rate 0.61% among 340,000 | P47898 | AID 504692 | activation, % at 9.3 µM; in the data active = activation mostly above about 9.5%, no sharp cut-off; inactive = mostly below about 7.6%;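 note: 0% = cells with vehicle only and 100% = reference agonist; strong numbers were not always called active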
OPRM1-OPRD1 ag – agonists of human mu-delta opioid receptor heterodimerization; P35372+P41143; activation, % at 9.3 µM; AID 504326; cells, OPRM1-OPRD1 heterodimerization, luminescence; hit rate 0.3% among 340,000; in the data active = activation above about 18%;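 note: 0% = vehicle-treated cells and 100% = reference agonist; values of inactives mirror those of a sister screen read the other way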
phage Ecoli inh – E. coli growth loss with phage present. growth absorbance. inhibition, % at 11.9 µM. hit rate 0.26% among 360,000. AID 651602; in the data active = inhibition above about 11%
OPRM1-OPRD1 inv – inverse agonist of human OPRM1-OPRD1 heterodimerization. inhibition, % at 9.3 µM. AID 504357. P35372+P41143. hit rate 0.21% among 340,000. cell-based MOR-DOR heterodimer luminescence, inverse agonism; in the data active = inhibition above about 22%, passing the limit was not always enough;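 note: 0% = cells with DMSO and 100% = wells without cells with DMSO; values of inactives mirror those of a sister screen read the other way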
* = called active by the depositor; nt = not tested or not shown.

SMILES	SUMO Mot1 rescue	HTR5A inv ctr	PKA-R1A activ	Pemphigus Ab inh	Ecoli viability	PfHsp90 yeast 2	AddAB inh	HTR5A ag	OPRM1-OPRD1 ag	phage Ecoli inh	OPRM1-OPRD1 inv
COc1ccc(CNC(=O)c2ccc3oc(C(C)C)nc3c2)cc1	-3	-9	-5	nt	nt	-1	nt	2	-0.9	1.7	5
Cc1oc2c(c(C)cc3oc(=O)c(CC(=O)NCCCN4CCCC4=O)c(C)c32)c1C	-5	9	7	102	0.7	-7	6.7	8	-0.6	2.9	3
Cc1ccc(C2(c3noc(CN4CCC(C(=O)N5CCOCC5)CC4)n3)CCCC2)cc1	-4	-11	0	98	0.8	0	-0.9	5	-0.8	0.7	4
CC1CCN(C(=O)Cn2cc(C(=O)c3ccco3)c3ccccc32)CC1	163	-13	-2	nt	-0.2	nt	0.4	1	-1.1	2.6	7
NS(=O)(=O)c1ccc(NCC2COc3ccccc3O2)c([N+](=O)[O-])c1 (centres undefined)	344	7	2	99	-1.1	-38	1.6	-3	-1.6	3.0	9
CCC(C)NCC(O)COCc1ccc(Cl)cc1 (centres undefined)	18	8	-3	103	0.9	-8	5.0	-1	-1.4	2.7	7
O=C(c1ccc([N+](=O)[O-])cc1[N+](=O)[O-])N1CCc2ccccc21	-9	12	-3	114	1.2	-20	2.9	-3	2.4	0.8	-12
Cc1nn(C)cc1/C=C(/C#N)C(N)=O	34	13	15	97	0.3	-29	1.6	6	-1.3	0.5	8
Cc1ccc(-c2csc(NC(=O)c3ccc4c(=O)n5c(nc4c3)CCCCC5)n2)cc1	29	-17	7	99	0.4	10	2.4	-2	-0.2	1.8	1
COC(=O)c1cc(S(=O)(=O)NCCCN2CCCC2=O)cn1C	7	-30	-18	101	-0.8	1	0.4	2	-3.5	2.5	19
COC(=O)c1cn(NC(=O)c2cccnc2)c(=O)c2ccccc12	138	13	-17	nt	-2.5	5	-0.2	-2	-1.8	1.9	11
CCC1CCC(C(=O)NC(CCSC)C(=O)NCCc2ccc(S(N)(=O)=O)cc2)CC1 (centres undefined)	-12	-14	-6	103	2.1	6	0.7	4	-3.2	-0.3	14
O=C1CNC(=S)N1CCc1ccccc1Cl	32	-18	-5	114	0.8	2	5.7	7	-2.8	1.6	14
COc1ccc(OCC(=O)Nc2ccc3c(c2)OCO3)cc1	5	1	-5	107	-2.7	-14	-0.2	0	-1.6	0.6	9
COc1ccc(CC(=O)NCC2CCCN(Cc3ccc(SC)cc3)C2)cc1 (centres undefined)	-9	-11	-4	106	0.3	-8	4.7	3	0.9	0.6	-5
O=C1c2ccccc2NC(c2ccc(O)c(O)c2)N1c1ccccc1Cl (centres undefined)	147	15	-9	109	-1.4	-25	-0.2	-5	-1.1	0.4	5
O=c1nc(-c2ccccc2)cc(C(F)(F)F)[nH]1	46	-20	-4	101	2.3	26	4.2	5	-1.3	0.5	7
Cc1cccc(N(CC(=O)NC(C)(C)C)C(=O)CS(=O)CC(=O)Nc2ccc(F)cc2)c1 (centres undefined)	19	-34	4	91	2.0	-19	0.9	3	-1.6	1.2	8
O=C(O)c1ccc(S(=O)(=O)NCc2cccnc2)cc1	-6	16	-1	113	-0.6	24	-1.6	-4	-2.0	1.2	9
CN1CCN(C(=O)/C=C/c2ccc([N+](=O)[O-])o2)CC1	nt	-12	6	94	nt	-5	nt	3	2.9	17*	-15
Cc1ccc(NC(=O)CC2C(=O)NCCN2C(=O)c2ccc(F)cc2)cc1 (centres undefined)	-3	-7	-2	101	1.7	-15	0.6	3	-2.6	0.2	13
CCCn1c(=O)c2c(nc3n2CC(C)CN3Cc2ccccc2)n(C)c1=O (centres undefined)	11	-13	-3	99	1.0	-26	5.1	3	1.0	1.3	-5
COc1cccc(NC(=S)Nc2ccc(Br)cc2Cl)c1	-1	14	-7	116	1.5	2	3.6	5	-2.4	0.5	12
CCOC(=O)CN1C(=O)CC(c2ccc([N+](=O)[O-])cc2)C1=O (centres undefined)	-13	10	-3	101	-2.4	-8	1.7	-6	1.4	-1.7	-7
CC(C)Oc1ccc(S(=O)(=O)N2CCCCC2)cc1NC(=O)CC1OC(=O)c2ccccc21 (centres undefined)	-9	-24	-3	95	-2.4	4	-2.0	8	-0.3	1.8	2
N#C/C(=C\c1c[nH]c2ccccc12)c1nnc2n1CCCCC2	0	5	-10	81	-0.9	-1	0.6	-1	-2.1	2.5	11
O=S(=O)(c1ccccc1)c1nc(-c2ccccc2)oc1N1CCOCC1	-20	-3	5	92	-0.2	10	1.2	1	-1.0	1.7	5
S=C1NC2CCCCC2N1 (centres undefined)	-2	-6	-2	100	-2.4	-6	2.0	2	-3.1	4.7	18
COc1ccc(C(O)(CCC(C)C)C(CN2CCOCC2)c2ccc(Cl)cc2)cc1 (centres undefined)	296	10	0	100	-2.8	9	-2.8	-3	2.6	-1.7	-12
COCCNc1nc(N)c([N+](=O)[O-])c(N2CCCCCC2)n1	-4	18	5	94	nt	-29	nt	-5	2.0	-0.1	-9
Cc1ccc(C(=O)CCC(=O)OCC(=O)N2CCN(S(=O)(=O)c3ccc(C)cc3C)CC2)cc1	nt	8	2	nt	nt	3	nt	-3	-1.0	4.2	4
Cc1ccccc1N=C1Nc2ccccc2N[C@]12C[C@H]1CCC(=O)N3CC[C@@H](C2)[C@@H]13	nt	6	-3	104	nt	13	nt	-3	-1.2	2.3	7
O=C(CCNC(=O)c1ccccc1)N/N=C/c1ccc([N+](=O)[O-])cc1	19	7	-4	90	0.2	-7	3.3	-3	2.9	2.2	-19
CCN(CC(=O)Nc1ccccc1C(F)(F)F)C(=O)Cc1cccs1	-2	-10	-10	101	1.8	-3	0.7	4	-4.1	0.4	16
O=C(O)CC(C(=O)O)n1nc(-c2ccccc2)cc1-c1ccccc1 (centres undefined)	0	17	-1	nt	-3.5	7	1.9	-1	-0.9	2.4	6
COc1ccc(C(=O)Cn2nnc(-c3ccccc3NC(=O)C3CCCCC3)n2)cc1	nt	-10	9	108	1.8	-9	1.7	6	-1.9	2.5	11
Cc1ccc(C)c(N(CC(=O)NC2CCCC2)C(=O)c2oc(C(C)(C)C)cc2C)c1	-4	1	-8	107	-1.7	20	0.1	0	2.7	1.0	-16
O=C(NCc1ccccn1)c1n[nH]c2ccccc12	-6	-3	5	nt	0.9	nt	3.1	-3	0.1	2.8	0
COc1cccc(C(=O)NNC(=O)Cc2csc(N)n2)c1	-4	36	-7	121	0.7	nt	-0.7	0	-2.4	1.0	12
Cc1cc(C)n(CC(=O)NC2CCCCC2C)c(=O)c1C#N (centres undefined)	9	9	-12	110	1.9	-9	7.1	-4	-3.4	5.2	19
N#Cc1c(NC(=S)NC(=O)Cc2cccs2)sc2c1CCCCC2	-14	-20	-7	111	-3.0	nt	-0.7	-3	-0.1	1.1	1
O=S(=O)(NCc1ccccn1)c1cc(C(F)(F)F)ccc1Cl	-13	13	-10	99	0.1	-7	-0.2	2	-0.4	4.6	2
Cc1noc(C)c1COC(=O)Cc1ccc(Br)cc1	nt	-4	-1	110	2.6	0	1.5	1	-0.5	1.8	2
O=C(/C=C/c1ccc([N+](=O)[O-])cc1)NCCN1C(=O)S/C(=C\c2ccc(F)cc2)C1=O	nt	-8	6	93	-2.8	-4	-0.1	3	-1.5	-0.5	7
CC(=O)Nc1cc(C(=O)NCCN2CCN(Cc3ccccc3)CC2)ccc1Sc1ccc(C)cc1	-10	-11	9	105	-3.0	-25	4.5	4	-0.4	2.4	2
COc1ccc(NC(=O)Cn2c(C)cc(=O)c3cccc(OC)c32)cc1	26	-8	-7	nt	2.0	-1	3.3	-2	-1.4	2.8	9
CCCC1C2C(=O)N(c3ccccc3OCC)C(=O)C2ON1c1ccccc1 (centres undefined)	89	11	-8	nt	2.6	nt	-0.4	1	-1.0	4.2	6
O=CN1CCN(c2ncnc3c2nnn3Cc2c(F)cccc2Cl)CC1	-2	1	16	102	-2.8	0	-0.8	5	-3.0	3.7	15
Cc1ccc(C)c(NC(=O)CN(C)C(=O)CCN2C(=O)c3ccccc3C2=O)c1	-4	-7	-11	99	-1.3	nt	2.1	3	-2.7	0.9	14
CC(/C=C1\NC(=S)NC1=O)=C\c1ccccc1	3	10	-9	110	0.3	0	-0.1	-3	-4.3	2.9	20
CCOC(=O)C1(Cc2ccccc2)C(=O)N(CCCN(C)C)c2ccccc21 (centres undefined)	-6	nt	nt	105	1.1	nt	1.0	nt	nt	0.1	nt
Cc1cn(Cc2ccccc2Cn2cc(C)c(=O)[nH]c2=O)c(=O)[nH]c1=O	150	-32	-6	96	1.5	-5	2.2	2	-2.3	3.3	12
COc1cc(NC(=O)CSc2nnc(NC(C)C)s2)cc(OC)c1OC	-3	-24	4	95	1.2	-5	4.4	-7	-1.0	4.0	5
COc1ccc(-c2cc(C(F)(F)F)nc(-n3cncn3)n2)cc1	nt	-28	-3	nt	-2.5	7	3.5	10	-2.6	2.0	16
Cc1ccc2c(c1)nnn2C1CCN(CC(=O)Nc2ccc(F)cc2)CC1	10	-10	-3	90	-1.1	-3	-1.0	3	-2.4	2.8	12
O=C(Cc1c[nH]c2ccccc12)NCc1ccncc1	7	17	7	105	-3.0	-10	-0.5	11*	-0.5	0.2	2
COc1ccc(OC)c(CCNC(=O)CC2Oc3ccc(C)cc3NC2=O)c1 (centres undefined)	nt	3	-3	114	nt	-17	nt	-1	-2.2	2.0	11
COC(=O)c1ccc(-c2nc(CN3CCC(C(=O)N4CCOCC4)CC3)c(C)o2)cc1	14	17	-6	107	0.1	1	1.8	4	-2.3	nt	8
Cc1cccc(C)c1NC(=O)CS(=O)CC(=O)Nc1ccc(F)cc1F (centres undefined)	-2	11	-7	101	1.3	14	-0.2	6	-0.7	-0.5	4
CC(=O)Nc1cc[n+](C(C)C(=O)c2ccc(Br)cc2)cc1 (centres undefined)	12	-23	-17	107	0.6	6	-0.7	-3	-1.3	4.9	7

(list continues)
SMILES	SUMO Mot1 rescue	HTR5A inv ctr	PKA-R1A activ	Pemphigus Ab inh	Ecoli viability	PfHsp90 yeast 2	AddAB inh	HTR5A ag	OPRM1-OPRD1 ag	phage Ecoli inh	OPRM1-OPRD1 inv
COc1ccccc1CNC(=O)c1ccccc1N	7	3	-13	105	3.0	8	2.3	-1	-1.9	nt	10
Cc1ccc(NC(=O)C2CSC3(C)CCC(=O)N23)cc1S(=O)(=O)N1CCCCCC1 (centres undefined)	22	-19	-11	nt	-1.8	18	0.6	7	3.8	5.2	-16
Cc1cnc(=O)[nH]c1SCc1ccc(C(F)(F)F)cc1	232	1	-11	105	0.0	14	0.3	-2	-1.9	0.7	10
CCCOc1ccc(C(=O)NC(=S)Nc2nc(C)c(C(=O)N(C)C)s2)cc1	0	2	2	100	-0.2	12	0.9	-5	-3.5	2.4	19

High-throughput results: PubChem BioAssay, several laboratories
